# Screening data deposited in PubChem by National Center for Advancing Translational Sciences (NCATS).
# G9a inh – G9a (human) methyltransferase inhibition | Q96KQ7 | hit rate 8.8% among 350,000 | Potency, µM (top dose mostly 102 µM), for inactives: at the top dose activity, negative = inhibition, actives largely listed as inhibitors | G9a H3K9 monomethylation, AlphaScreen, 2 h; further: potency means the concentration at half of the fitted maximal effect; on the % scale 0 is the no-effect control and ±100 the full control effect; nearly all actives have a fitted effect of over 75% in size
# Target sequence (Q96KQ7 913-1193 limits assumed): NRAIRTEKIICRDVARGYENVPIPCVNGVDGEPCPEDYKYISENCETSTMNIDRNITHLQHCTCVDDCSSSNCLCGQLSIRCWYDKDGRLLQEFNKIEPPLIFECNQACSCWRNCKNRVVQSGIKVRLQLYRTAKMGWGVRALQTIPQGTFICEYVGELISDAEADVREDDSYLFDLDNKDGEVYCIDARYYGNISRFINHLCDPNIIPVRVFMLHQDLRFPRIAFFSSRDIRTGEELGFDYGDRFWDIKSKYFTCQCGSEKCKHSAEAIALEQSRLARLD
#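 Signal arises when biotinylated H3K9 peptide, once monomethylated, bridges streptavidin donor and antibody-captured acceptor beads. Enzyme at 20 nM was preincubated 15 min with test compounds; peptide 500 nM and SAM 20 uM then reacted for 2 h.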
# Tb PGK inh – T. brucei PGK inhibition. PGK/GAPDH coupled, Kinase-Glo luminescence, 60 min. Potency, µM (highest dose often 57.5 µM), inactives show top-dose activity change, negative = inhibition, hits mostly inhibitors. hit rate 0.043% among 380,000. AID 602233; further: potency means the concentration at half of the fitted maximal effect; on the % scale 0 is the no-effect control and ±100 the full control effect; nearly all actives have a fitted effect of over 60% in size
# Target sequence (P07378 whole entry, looked up): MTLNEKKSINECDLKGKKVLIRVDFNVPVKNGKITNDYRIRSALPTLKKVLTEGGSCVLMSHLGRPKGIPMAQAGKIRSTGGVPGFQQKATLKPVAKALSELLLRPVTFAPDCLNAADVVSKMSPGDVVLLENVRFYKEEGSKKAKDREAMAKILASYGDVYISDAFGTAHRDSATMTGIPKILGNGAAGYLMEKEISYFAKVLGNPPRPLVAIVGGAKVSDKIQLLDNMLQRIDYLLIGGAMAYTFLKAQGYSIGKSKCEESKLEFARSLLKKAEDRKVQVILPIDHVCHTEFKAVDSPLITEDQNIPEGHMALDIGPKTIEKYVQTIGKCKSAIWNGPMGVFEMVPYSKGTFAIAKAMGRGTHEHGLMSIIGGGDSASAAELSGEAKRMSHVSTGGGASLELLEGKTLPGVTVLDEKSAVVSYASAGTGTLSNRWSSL
#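 Luminescent ATP detection (Kinase-Glo Plus) follows a 60-minute room-temperature incubation, with wells lacking PGK as controls. Buffer: 100 mM TEA (pH 7.6), 5 mM MgCl2, 0.01% Tween-20. Coupling enzyme GAPDH (100 nM final) supplies unstable 1,3-BPG in-well.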
# HP1b binding inh – HP1-beta chromodomain-methylated histone interaction inhibition; hit rate 0.56% among 390,000; AlphaScreen HP1-beta / biotin-H3K9me3 peptide binding; AID 540317; Potency, µM (doses to about 114 µM), inactives show at the highest dose activity change, negative = inhibition, most hits filed as inhibitors; P83916; further: potency means the concentration at half of the fitted maximal effect; nearly all actives have a fitted effect of over 70% in size; inactives centre near 23
# Target sequence (P83916 whole entry, looked up): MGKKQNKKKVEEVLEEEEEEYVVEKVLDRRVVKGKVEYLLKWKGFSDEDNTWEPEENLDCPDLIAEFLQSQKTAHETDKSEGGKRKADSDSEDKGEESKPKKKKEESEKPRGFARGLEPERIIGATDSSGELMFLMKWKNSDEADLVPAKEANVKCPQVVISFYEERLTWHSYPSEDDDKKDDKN
#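 Compound inhibition of the preformed complex between 50 nM HP1-beta and 50 nM biotinylated H3K9me3 peptide was read by AlphaScreen. Buffer was PBS pH 7.4 with 0.01% Tween-20. Incubations ran 30 min at room temperature, with 10 ug/mL donor/acceptor beads.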
# Pol eta inh – DNA polymerase eta (human) inhibition. Potency, µM (series often up to 114 µM), without a hit: at the top dose activity change, negative = inhibition, actives largely listed as inhibitors. Q9Y253. hit rate 1.2% among 390,000. recombinant Pol eta, fluorescent DNA replication assay; further: potency means the concentration at half of the fitted maximal effect; on the % scale 0 is the no-effect control and ±100 the full control effect
#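 Pol eta at 10 nM preincubated with compounds 15 min at room temperature; reaction started with fluorescent substrate (50 nM final) and read kinetically at 0 and 10 min.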
# BAZ2B block – BAZ2B (human) inhibition; Potency, µM (series often up to 114 µM), without a hit: at the top dose activity change, negative = inhibition, hits mostly inhibitors; AID 504333; Q9UIF8; AlphaScreen BAZ2B-H3K14Ac peptide displacement; hit rate 4.4% among 360,000; further: potency means the concentration at half of the fitted maximal effect; on the % scale 0 is the no-effect control and ±100 the full control effect; nearly all actives have a fitted effect of over 60% in size
#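 In this displacement format the biotinylated H3(5-23) peptide acetylated at Lys14 serves as ligand at 50 nM, with BAZ2B at 50 nM in PBS pH 7.4 containing 0.01% Tween-20. Donor and acceptor beads are 10 ug/mL final.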
# Pin1 inhibitor – blocks the human prolyl isomerase Pin1. Q13526. Pin1 FP peptide displacement, HiFluor488, 10 min. Potency, µM (highest dose often 115 µM), without a hit: top-dose activity, negative = inhibition, most hits filed as inhibitors. hit rate 0.009% among 390,000. AID 504891; active means well fitted inhibition curve with a large enough effect in the polarisation, with a control signal flat, not every such curve was filed as active; inconclusive means small, poorly fitted or top-dose-only effect, or effect the other way, or a change in a side signal; inactive means no such curve, though single readings can be large or run the other way; the % refers to the polarisation; further: potency means the concentration at half of the fitted maximal effect; on the % scale 0 is the no-effect control and ±100 the full control effect
# Target sequence (Q13526 whole entry, looked up): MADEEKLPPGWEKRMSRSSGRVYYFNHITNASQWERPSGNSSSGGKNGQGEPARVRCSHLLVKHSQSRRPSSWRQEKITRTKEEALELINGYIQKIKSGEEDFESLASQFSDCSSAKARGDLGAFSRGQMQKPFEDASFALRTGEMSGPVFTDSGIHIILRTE
# GLS inhibitor – blocks human kidney-isoform glutaminase activity | O94925 | GLS enzymatic activity, qHTS titration | Potency, µM (highest dose often 45.5 µM), without a hit: at the highest dose activity change, negative = inhibition, hits mostly inhibitors | hit rate 0.21% among 410,000; further: potency means the concentration at half of the fitted maximal effect; on the % scale 0 is the no-effect control and ±100 the full control effect
#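 hKGA in 45 mM KH2PO4 pH 8.2, 0.02% Tween-20 with pin-transferred compounds; 1 mM L-glutamine (stock) plus glutamate oxidase/HRP/Amplex Red coupling added. Fluorescence read initially and after 30 min at RT.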
# JMJD2A Tudor – blocks the human JMJD2A Tudor domain. AlphaScreen JMJD2A-Tudor / H3K4me3 peptide binding. hit rate 4.4% among 390,000. Potency, µM (highest dose often 114 µM), for inactives: at the top dose activity change, negative = inhibition, hits mostly inhibitors; further: potency means the concentration at half of the fitted maximal effect; on the % scale 0 is the no-effect control and ±100 the full control effect; nearly all actives have a fitted effect of over 50% in size
# PI4K2A inh – PI4K2A (human) kinase inhibition. Q9BTU6. purified PI4K2A, ADP-Glo luminescence, 1 h; active compounds read low. activity change, negative = inhibition, % at 76.9 µM. hit rate 0.13% among 420,000. AID 1346378; in the data active means activity change below about -50%; inconclusive means mostly about -30% to -49%;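 further: -100% = wells without enzyme as full effect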
#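 Compounds are screened against recombinant PI4K2A using PI as substrate and ATP, the latter dispensed at 300 microM. Reactions run one hour at ambient temperature before ADP-Glo detection; full inhibition defined by wells lacking enzyme.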
# Numbers without * were called inactive; i = inactive; ? = inconclusive; · = not tested or not shown; [ ] = another dose, or the depositor's remark. Unless noted, the call rests on the fitted dose curve; in most records, active means well fitted curve in the direction sought with a large enough effect; inconclusive means small, poorly fitted or top-dose-only effect, or another doubt; inactive means no such curve, though single readings can be large; an effect the other way counts as inactive or inconclusive. A portion of the library (hit frequency here may not be typical).
SMILES,G9a inh,Tb PGK inh,HP1b binding inh,Pol eta inh,BAZ2B block,Pin1 inhibitor,GLS inhibitor,JMJD2A Tudor,PI4K2A inh
COc1cc(C)c(N(C(C)=O)c2ccccc2)c(C)c1,19.0%[59 µM],1.8%,19.7%,-12.5%,·,-0.7%,2.9%,-18.3%,-2.2
Cc1nc(SCC(=O)c2ccc(F)c(F)c2)[nH]c(=O)c1Oc1ccc(F)cc1,·,-0.7%,24.8%,-20.1%,-0.9%,-0.3%,18.2%,-10.0%,0.1
O=C(N/N=C/c1ccccc1O)NC12CC3CC(CC(C3)C1)C2,56.9%[activator],12.8%,4.8%[57 µM],-12.3%,-3.9%,-1.2%,3.0%,-15.1%,-4.7
O=C(CSc1ncc(-c2ccccc2)nn1)NCc1ccco1,-0.4%[12.7 µM],·,10.5%,-24.2%,-33.9%,-16.2%,2.0%,-34.3%,-3.9
COc1ccc(OC)c(N(CC(=O)N2CCc3ccccc3C2)S(C)(=O)=O)c1,2.1%,-8.2%,10.3%,1.1%,9.0%,-0.8%,1.5%,-1.1%,2.8
CCc1ccc(NS(=O)(=O)c2c(C(=O)N3CCCCCC3)c(C)n(C)c2C)cc1,7.3%,-6.5%,0.6%,-11.8%,-29.2%,2.9%,2.1%,-26.5%,-3.1
Cc1ccc2cccc(OCc3ccccc3)c2n1,38.2%[activator],0.0%,36.9%,1.7%,-1.1%,-1.9%,23.2%,2.5%,-1.3
Cc1ccccc1OCC(=O)N(Cc1ccc(N(C)C)cc1)CC1CCCO1 (centres undefined),15.8µM*,i,?,-16.2%,31.6µM*,-3.9%,19.6%,44.7µM*,-2.1
O=C(Nc1ccc(S(=O)(=O)Nc2cnc3ccccc3n2)cc1)c1ccc(Cl)c([N+](=O)[O-])c1,·,-4.0%,-16.0%,-13.5%,-35.6%,2.0%,-0.5%,-25.5%,3.7
Cc1cc(C(=O)NC(Cc2ccccc2)C(=O)O)c(C)o1 (centres undefined),70.8µM*,-1.6%,-11.0%,1.6%,-33.3%,-19.2%,13.6%,-16.1%,-3.6
CC(=O)Cn1cnc2c(sc3nc(C)cc(C)c32)c1=O,2.2%,-12.2%,24.8%,-9.9%,-15.3%,-2.6%,-13.0%,-12.6%,-0.9
N#Cc1ccc(Cl)cc1NC(=O)CSc1cccc[n+]1[O-],·,-2.2%,46.6%[activator],-12.9%,·,-2.9%,-3.6%,4.9%,-5.1
Cc1ccc(N2C(=O)C3CC3C2=O)cc1 (centres undefined),11.1%,-4.7%,23.4%,-22.4%,-12.1%,0.3%,4.2%,4.7%,3.1
COC(=O)c1c(C(=O)OC)c(-c2cccc(F)c2)n2c1CS(=O)(=O)C2,15.9%[2.33 µM],·,31.1%,-18.7%,9.7%,2.2%,1.1%,-6.7%,-5.7
Cc1ccsc1/C=N/NC(=O)CSCc1ccc(Cl)cc1,5.0%[12.7 µM],0.8%,23.9%,-24.5%,-3.1%,1.1%,-7.2%,-18.0%,2.4
COC1OC(COC(=O)c2ccccc2)C(OC(=O)c2ccccc2)C1OC(=O)c1ccccc1 (centres undefined),6.4%[2.33 µM],-3.8%,39.5%[activator],-10.1%,12.4%,4.8%,-3.5%,5.4%,-7.4
COc1cccc(OCC(=O)O/N=C(\N)c2ccncc2)c1,22.0%,-2.0%,-5.4%,-8.0%,5.7%,-9.1%,4.4%,-10.2%,5.0
O=C(NC1CCCc2ccccc21)c1cc(Cl)ccn1 (centres undefined),25.1µM*,i,3.3%,-14.9%,2.3%,?,-5.9%,30.3%,-4.4
CCOc1ccc(/C=N/NC(=O)c2cccc3ccccc23)c(OCC)c1,·,i,45.0%[activator],-14.5%,-15.8%,-11.9%,-0.5%,-13.8%,-5.2
COc1ccc(C(=O)Nc2ccc(OCC(=O)N3CCOCC3)cc2)c(OC)c1OC,?,0.6%,5.0%,-10.8%,-13.1%,-7.4%,15.2%,-14.3%,-1.1
COCCCN1C(=O)N(c2ccc(F)cc2)C(=O)C1CC(=O)Nc1ccccc1 (centres undefined),-3.7%,3.1%,31.1%,-5.6%,0.9%,-5.4%,-21.0%,-8.7%,0.5
O=C(NC1CC2CCCC(C1)N2Cc1ccco1)NC12CC3CC(CC(C3)C1)C2 (centres undefined),9.6%,-2.4%,-9.6%,-1.4%,14.2%,0.7%,-7.7%,-21.2%,1.9
Cc1cc2cc(CNC(=S)Nc3ccc(OC(F)F)cc3)ccc2[nH]1,-20.1%,-9.0%,-15.2%,-12.9%,44.7µM*,-6.5%,13.3%,?,2.6
Cn1c(=O)c(/C=C/c2ccc(F)cc2)nc2ccccc21,·,-9.3%,72.9%[activator],-2.8%,33.9%,?,-19.0%,27.1%,-1.7
CCN(CC)CCN(Cc1cc2ccc(C)cc2[nH]c1=O)C(=O)Nc1ccc(Cl)cc1,·,9.6%,17.8%,-24.2%,12.5%,0.3%,-6.1%,-25.0%,-1.8

# In the list so far, these have a thiophene ring, fused or not.
SMILES,G9a inh,Tb PGK inh,HP1b binding inh,Pol eta inh,BAZ2B block,Pin1 inhibitor,GLS inhibitor,JMJD2A Tudor,PI4K2A inh
CC(=O)Cn1cnc2c(sc3nc(C)cc(C)c32)c1=O,2.2%,-12.2%,24.8%,-9.9%,-15.3%,-2.6%,-13.0%,-12.6%,-0.9
Cc1ccsc1/C=N/NC(=O)CSCc1ccc(Cl)cc1,5.0%[12.7 µM],0.8%,23.9%,-24.5%,-3.1%,1.1%,-7.2%,-18.0%,2.4

# (next part)
SMILES,G9a inh,Tb PGK inh,HP1b binding inh,Pol eta inh,BAZ2B block,Pin1 inhibitor,GLS inhibitor,JMJD2A Tudor,PI4K2A inh
COc1ccc(-c2cc(-c3ccccc3)nc(SCC(=O)Nc3nccs3)c2C#N)cc1,13.3%,6.6%,21.3%,?,6.6%,24.6%,18.9%,-15.1%,9.8
CCn1cc(/C=N/NC(=O)c2ccc3c(c2)OCO3)cn1,8.2%[59 µM],-3.5%,40.1%[activator],-21.8%,-2.8%,2.1%,-3.2%,-1.0%,-3.2
COc1ccccc1C(=O)NCCC(=O)N(C)CC(=O)Nc1ccc(Cl)cc1,5.6%[0.501 µM],-6.7%,25.6%,-7.7%,-1.2%,-2.5%,-3.5%,6.9%,2.7
COC(=O)CSc1nnc(COc2ccc3ccccc3c2)o1,·,i,55.1%[activator],-6.8%,-1.2%,-11.4%,1.2%,14.4%,3.2
Cc1cccc(OCc2nnc(SC(C)C(=O)O)n2-c2ccccc2)c1 (centres undefined),1.0%[0.501 µM],7.3%,48.1%[activator],-2.8%,-3.6%,-2.2%,3.9%,-8.6%,-0.5
CN1C(=O)c2ccccc2C(C(=O)O)C1c1cccc([N+](=O)[O-])c1 (centres undefined),-34.2%,1.7%,11.4%,1.9%,7.9%,-7.1%,4.8%,-6.9%,0.2
CCOc1ccc(NC(=O)CSc2nc(=O)n(CCN3CCOCC3)c3c2CCCC3)cc1,20.1%[2.33 µM],-8.4%,11.5%,0.5%,-6.3%,0.1%,4.0%,-9.0%,1.9
COc1ccc(Nc2nc3ccccc3nc2NS(=O)(=O)c2ccc(Cl)cc2)cc1OC,-4.6%[59 µM],-0.3%,-3.6%,-1.3%,?,-1.4%,-6.7%,-26.0%,-8.1
CCCc1cc(=O)n2c([nH]c3ccccc32)c1C#N,-33.2%[59 µM],·,31.5%,-11.6%,-33.0%,?,5.9%,-19.0%,-2.6
O=C(Nc1ccccc1C(F)(F)F)c1cc2ccccc2o1,1.2%,1.2%,33.6%,-12.1%,8.1%,5.8%,-0.4%,24.5%,-4.9
COc1cc2c(cc1OC)CN(C(=O)/C=C/c1cccc([N+](=O)[O-])c1)CC2,?,i,-20.1%,-23.5%,?,-6.2%,12.5%,-27.8%,4.5
CCOc1ccccc1NC(=O)COC(=O)C12CC3CC(CC(O)(C3)C1)C2,?,-2.5%,28.2%,-12.8%,6.4%,1.8%,-2.6%,-8.3%,3.1
Cc1ccc2c(=O)[nH]c(Nc3nc(C)cc(-c4ccccc4)n3)nc2c1,·,4.8%,59.2%[activator],-12.8%,4.2%,1.0%,-26.0%,-11.0%[11.4 µM],2.4
COc1ccc2c(c1)CC/C(=C/c1ccccn1)C2=O,-13.1%,-5.3%,18.6%,-2.1%,4.8%,-8.7%,-5.0%,-22.4%,3.3
O=C(Nc1ccccc1-c1nnc(SCc2ccc(Cl)cc2Cl)o1)c1ccccc1,-6.9%[59 µM],-4.4%,37.8%,-4.5%,-0.7%,0.5%,3.7%,-8.8%,-0.1
Cc1ccc(S(=O)(=O)NC(c2ccccc2)C(C)C(=O)n2nc(C)cc2C)cc1 (centres undefined),12.9%,-0.1%,22.2%,-21.6%,-3.2%,4.3%,3.8%,-10.4%,-1.8
COc1cccc(-c2cc(C(F)(F)F)nc(-n3cc(Cl)cn3)n2)c1,88.4%[activator],-1.4%,87.9%[activator],-10.5%,21.9%,59.6%[activator],-1.9%,28.0%,2.0
Cc1cccc(NC(=O)CSCC(=O)Nc2cc(S(=O)(=O)N3CCOCC3)ccc2N2CCCC2)c1,6.5%,-2.4%,12.7%,-17.5%,-12.2%,-13.7%,17.7%,-10.3%,3.2
CC(=O)NC(NC(=S)Nc1ccc(C)cc1C)C(Cl)(Cl)Cl (centres undefined),44.7µM*,i,1.7%,-3.7%,-3.6%,4.0%,-5.9%,4.8%,2.9
O=C(CN1C(=O)NC2(CCCC2)C1=O)Nc1ccccc1N1CCCCC1,-8.7%,-9.9%,19.9%,-10.0%,-1.1%,-4.9%,19.1%,-14.5%,0.3
O=C(COC(=O)c1ccco1)c1ccc2ccccc2c1,6.6%,-13.3%,74.4%[activator],-15.2%,-0.4%,2.0%,-5.6%,9.0%,-5.3
